Screening data (PubChem BioAssay)
FAS TE block = blocks the thioesterase domain of human fatty acid synthase. recombinant FAS-TE, OMFH fluorogenic substrate, fluorescence endpoint. P49327. hit rate 0.67% among 360,000. inhibition, % at 15 µM;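 active = compounds whose normalised, plate-corrected inhibition of enzyme fluorescence in the single-dose primary screen is 50% or more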;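 note: 0% = DMSO with enzyme and 100% = substrate without enzyme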
MT1-MMP act inh = blocks activation of human MT1-MMP; P50281; HT1080 RFP-PRO-GFP cells, GFP/RFP ratio fluorescence, overnight; percent of plate control window, DMSO zero; GFP/RFP ratio change, % at 20 µM; hit rate 0.061% among 360,000; AID 651647;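 active = GFP/RFP ratio change of at least 30% with cell ATP level not reduced by more than half and red fluorescence within 50% of control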; note: strong numbers were not always called active
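Assay system: HT1080 RFP-PRO-GFP cells. Benchmarks: DMSO vehicle wells and RFP-L50D-GFP reporter cell wells. Times: overnight cell settling, then overnight compound exposure, 37 °C, 5% CO2. Compound: 20 µM single dose, 1% DMSO. Read-out basis: GFP/RFP fluorescence ratio.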
CSN inh = blocks human CSN-mediated cullin deneddylation; Purified CSN, SCF-Nedd8-OG deneddylation, fluorescence polarization; AID 651999; inhibition, % at 12.5 µM; hit rate 0.38% among 360,000; Q92905;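 active = pattern-corrected inhibition above about 35%, with an unprinted fluorescence ratio check between 0.5 and 1.5, limit read from the data, passing the limit was not always enough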;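 note: 0% = enzyme with substrate and 100% = substrate without enzyme; some results filed as inactive read as strong as hits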
Target sequence (Q92905 whole entry, looked up, one chain of several): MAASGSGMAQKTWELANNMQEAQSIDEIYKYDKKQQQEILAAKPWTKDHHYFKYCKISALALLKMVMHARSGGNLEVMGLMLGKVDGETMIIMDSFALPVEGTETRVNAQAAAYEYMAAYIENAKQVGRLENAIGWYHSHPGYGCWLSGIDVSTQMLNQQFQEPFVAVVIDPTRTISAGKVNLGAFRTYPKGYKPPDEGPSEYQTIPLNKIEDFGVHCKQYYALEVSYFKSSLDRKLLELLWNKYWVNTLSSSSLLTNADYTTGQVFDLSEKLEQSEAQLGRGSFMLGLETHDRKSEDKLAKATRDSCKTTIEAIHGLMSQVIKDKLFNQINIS
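Test system: purified human Csn5 enzyme expressed in HEK293T cells. Amount: 0.24 nM enzyme. Reagent: SCFSkp2-Nedd8OG substrate at 10 nM final. Schedule: 90 min incubation of compound, enzyme and substrate at room temperature. Detection: fluorescence polarization. Read-out: % inhibition of substrate cleavage by Csn5.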
Rpn11 block = inhibitors of human proteasome Rpn11 | AID 588493 | calls only at 20 µM | O00487 | human 26S proteasome, Ub4-pepOG fluorescence polarization; 20S core pre-blocked with epoxomicin | hit rate 0.59% among 360,000;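 active = inhibition at 20 µM, scaled to each plate's controls, above about 33%, limit read from the data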
Target sequence (O00487 whole entry, looked up): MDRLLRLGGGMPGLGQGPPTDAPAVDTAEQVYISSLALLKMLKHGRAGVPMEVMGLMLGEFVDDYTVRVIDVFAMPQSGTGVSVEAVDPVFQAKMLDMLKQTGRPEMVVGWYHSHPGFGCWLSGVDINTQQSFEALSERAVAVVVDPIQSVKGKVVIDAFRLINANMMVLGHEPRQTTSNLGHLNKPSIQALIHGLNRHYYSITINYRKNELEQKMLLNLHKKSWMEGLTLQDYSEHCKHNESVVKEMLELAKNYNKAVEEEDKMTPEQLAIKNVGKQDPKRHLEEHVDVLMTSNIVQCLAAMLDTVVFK
Neddyl block = inhibitors of human cullin neddylation | calls only at 25 µM | hit rate 0.58% among 360,000 | TR-FRET cullin neddylation, biochemical | P61081+Q13564; in the data active = inhibition above about 36%
MLLE-PAM2 inh = blocks PAM2 peptide binding to the PABP1 MLLE domain; P11940; inhibition, % at 20 µM; hit rate 0.36% among 360,000; GST-MLLE / FITC-PAM2 fluorescence polarization; in the data active = inhibition above about 35%, passing the limit was not always enough;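 note: plate controls were DMSO wells with GST-MLLE for no effect and wells lacking GST-MLLE protein for full effect; some results filed as inactive read as strong as hits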
SKN-1 block = blocks SKN-1 activity in C. elegans. C. elegans VP596 Pgst-4::GFP/RFP ratio, acrylamide-induced, 24 h. inhibition, % at 21.8 µM. hit rate 0.49% among 360,000. AID 624304;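 active = interference check ratio from 0.5 to 1.5 plus GFP to RFP signal ratio inhibition reaching or exceeding a fixed threshold, cut at about 30% in these data, passing the limit was not always enough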; note: some compounds called inactive have numbers as strong as hits
NadD inh = blocks S. aureus nicotinate mononucleotide adenylyltransferase; purified NadD enzyme, colorimetric absorbance read-out; inhibition, % at 20 µM; hit rate 0.78% among 360,000; AID 602399; in the data active = inhibition above about 26%; note: some compounds past the cut are filed as inactive
Rin1-Abl PPI inh = human Rin1-Abl interaction inhibition; P00519+Q13671; inhibition, % at 7.35 µM; TR-FRET Rin1/Abl binding, biochemical; hit rate 0.4% among 360,000; AID 588664; in the data active = inhibition above about 5%, passing the limit was not always enough
* marks the source's active call; other numbers are inactive results; i = inactive; x = not tested or not shown; + = active, no number.

smiles	Neddyl block	CSN inh	Rpn11 block	NadD inh	FAS TE block	Rin1-Abl PPI inh	MT1-MMP act inh	SKN-1 block	MLLE-PAM2 inh
O=Cc1cn(CCC(=O)O)nc1-c1cccc(Br)c1	i	5	i	1	-4	-5	-1	7	-6
O=C(CC1C(=O)NCCN1CC(c1ccccc1)c1ccccc1)NCCc1cn[nH]c1 (stereo unspecified)	i	-8	i	8	-8	3	-4	7	10
COc1cc(OC)cc(C(=O)NNC(=O)CCNS(=O)(=O)c2ccc(Br)cc2)c1	i	0	i	-2	-2	5	4	-16	-13
CC(C(=O)NCc1ccccc1)N(Cc1ccccc1Cl)C(=O)c1snc(C(N)=O)c1N (stereo unspecified)	i	3	i	2	4	2	3	-6	5
COc1ccc(NC(=O)NNC(=O)COc2ccc3cc(Br)ccc3c2)c(OC)c1	i	5	i	4	-4	-17	-3	6	4
O=S1(=O)CCN(CCCCc2ccccc2)CC1	i	4	i	-5	-1	-2	-1	-1	-8
CCN(CC)S(=O)(=O)N1CCN(S(=O)(=O)N2CCOCC2)CC1	i	1	i	0	-2	0	0	-1	-7
CCOc1ccc(S(=O)(=O)NN2Cc3ccccc3C2=N)cc1	i	5	i	-2	-3	1	-2	5	-1
Cc1cccc(C)c1NC(=O)/C(=C/c1ccco1)c1ccccc1	i	2	i	9	4	0	-16	-11	-7
COc1cccc(-c2cc(C(=O)Nc3cc(C)on3)no2)c1	i	8	+	-8	-4	-3	5	10	7
COC(=O)C1CCN(CC(=O)N(C)c2c(N)n(Cc3ccccc3)c(=O)[nH]c2=O)CC1	i	5	i	4	-5	3	0	3	12
COc1cc(/C=N/O)ccc1Oc1ccc([N+](=O)[O-])cc1[N+](=O)[O-]	i	10	i	-4	-2	-1	-6	1	6
CCC(=O)c1ccc(OCC(O)CN(C)C2CCCCC2)cc1 (stereo unspecified)	i	-2	i	1	-8	1	-3	1	-6
O=C(NNC(=O)C(c1ccccc1)c1ccccc1)c1ccccn1	i	9	i	-3	-2	2	1	10	7
C/C(=N\NC(=O)c1c(-c2ccccc2Cl)noc1C)c1cccc(NC(=O)C(C)C)c1	i	-4	i	0	-3	-1	6	5	2
CC1Cc2ccccc2N1C(=O)C(C)n1cc(C(F)(F)F)cc(Cl)c1=O (stereo unspecified)	i	-2	i	-5	8	1	-2	-11	4
O=C(NNc1cc(C(F)(F)F)ccc1Cl)c1ccc(=O)[nH]c1	i	-1	i	-5	1	-2	-1	25	-88
COC(=O)CCC(=O)NC(=S)Nc1cc(Cl)ccc1Cl	i	4	i	0	8	2	-3	-6	36
COc1ccc2cc(C(=O)NCc3ccccc3)c(=O)oc2c1	i	-1	i	-4	-4	-1	2	-1	-6
C/C(CS(=O)(=O)c1ccc(Cl)cc1)=N/NC(N)=S	i	9	i	4	5	-2	-3	10	1
O=C1CN(S(=O)(=O)c2cccc(Br)c2)CCN1	i	-3	i	-2	-2	6	0	8	-4
O=C(CSc1nc2c(oc3ccccc32)c(=O)n1CC1CCCO1)NCc1ccc(F)cc1 (stereo unspecified)	i	1	i	-8	-4	-1	2	5	3
CC(C)C(=O)NCCc1nc2ccccc2n1CCOc1ccccc1	i	-5	i	0	-7	0	2	3	-4
COc1ccc(CNC(=O)C2CCN(S(=O)(=O)c3ccc(SC)cc3)CC2)cc1	i	0	i	-2	3	1	4	14	13
Cc1cc2ccccc2n1CCNC(=O)C(C)Oc1ccccc1 (stereo unspecified)	i	-1	i	5	-1	2	38*	36	30

The listing continues:
smiles	Neddyl block	CSN inh	Rpn11 block	NadD inh	FAS TE block	Rin1-Abl PPI inh	MT1-MMP act inh	SKN-1 block	MLLE-PAM2 inh
O=C1N=C(c2ccccc2)S/C1=C\c1cccs1	i	16	x	19	-28	-1	-5	12	-35
CC(C)c1ccc2c(c1)C(=O)NC(C)(C)C2	i	1	i	-7	-7	-3	0	16	8
CN(C(=O)CCN1C(=O)C2C3C=CC(C3)C2C1=O)c1ccccc1 (stereo unspecified)	i	-3	i	-1	-1	1	2	-8	-1
CC1(C)C(=O)C2(CCCCC2)C(=O)OC1c1ccc(O)cc1 (stereo unspecified)	i	2	i	2	6	0	x	6	5
CN(Cc1ccno1)C(=O)CC1C(=O)NCCN1CC(c1ccccc1)c1ccccc1 (stereo unspecified)	i	0	i	2	0	-3	-5	10	11
CCCCC(=O)Nc1ccccc1C#N	i	-3	i	-3	-14	-2	0	-4	2
CCn1c(/C=N/NC(=O)c2ccc(OC)cc2)nc2ccccc21	i	-10	i	-3	4	-5	7	26	-9
O=C(NCC1CCCO1)Nc1ccc2c(c1)OCO2 (stereo unspecified)	i	-1	i	-3	-10	0	2	-3	0
O=C(Nc1ccc(OC(F)(F)F)cc1)N1CCc2nc(NCc3cccc(Oc4ccccc4)c3)ncc2C1	i	3	i	9	-13	-2	7	18	-8
CCc1nc(Nc2cccc(OC)c2)c2oc3ccccc3c2n1	x	3	i	1	12	0	7	-28	3
COc1cccc(CN2CCN(C(=O)c3oc4c(F)cccc4c3C)CC2=O)c1	i	6	i	-5	7	-3	0	26	-3
Cc1nn(-c2ccc(F)cc2)c2nc(N)c(C#N)c(-c3ccc(O)c(O)c3)c12	i	3	i	5	14	7	-14	-3	-31
C[n+]1ccc(/C=C/c2cccs2)cc1	i	2	i	-1	-9	0	0	10	-101
CC(=O)Nc1ccc(S(=O)(=O)N2CCN(C(=O)N3CCCCCC3)CC2)cc1	i	3	i	1	-6	0	-2	-12	4
CC(=O)Nc1ccc(CN2CCN(Cc3ccc(C)cc3)C(CCO)C2)cc1 (stereo unspecified)	i	0	i	-4	-4	-1	5	-5	-6
COCC(C)NC(=O)C1CC(=O)N(c2ccc(C)cc2)C1 (stereo unspecified)	i	-6	i	3	-4	0	0	13	8
C=CCC1(CC=C)CCCN1C(=O)c1cc(COc2ccc(F)c(F)c2)on1	i	2	i	8	28	0	-1	23	-11
Nc1cc(C(=O)N2CCN(c3cccc(Cl)c3)CC2)ccc1N1CC2CC(C1)c1cccc(=O)n1C2 (stereo unspecified)	i	-3	i	6	1	-5	2	4	8
CCCCC[C@@H]1CCCCC[C@@H](O)C[C@@H](O)[C@H](O)/C=C/C(=O)O1	i	0	x	-6	-8	x	0	12	x
CC(C)NC(=O)CCc1nc2cccnc2n1-c1ccccc1	i	3	i	-9	-8	3	-3	1	-2
CCOc1cc(NC(=S)NCC2CCCO2)c(OCC)cc1NC(=O)c1cccc(C)c1 (stereo unspecified)	x	5	i	-4	12	0	2	15	13
COc1cc2c(cc1OC)C(SC)=NC(C)(C)C2	i	5	i	-4	0	0	3	11	-4
CCc1ccc(-c2nn(-c3ccccc3)cc2C2SCC(=O)N2Cc2ccco2)cc1 (stereo unspecified)	i	1	i	-6	18	0	-4	-6	-7
Cc1nn(-c2ccc(Cl)cc2Cl)c(C)c1C(=O)O	i	1	i	3	-5	-2	-1	-1	-2
O=C(CCn1c(=O)sc2ccccc21)NCCN1CCOCC1	i	3	i	0	-4	0	4	6	-7

Two entries from above in a different format:
Each structure is followed by: Neddyl block	CSN inh	Rpn11 block	NadD inh	FAS TE block	Rin1-Abl PPI inh	MT1-MMP act inh	SKN-1 block	MLLE-PAM2 inh
- O=C(NCC1CCCO1)Nc1ccc2c(c1)OCO2 (stereo unspecified)
→ i	-1	i	-3	-10	0	2	-3	0
- O=C(Nc1ccc(OC(F)(F)F)cc1)N1CCc2nc(NCc3cccc(Oc4ccccc4)c3)ncc2C1
→ i	3	i	9	-13	-2	7	18	-8

Additional records follow.
smiles	Neddyl block	CSN inh	Rpn11 block	NadD inh	FAS TE block	Rin1-Abl PPI inh	MT1-MMP act inh	SKN-1 block	MLLE-PAM2 inh
CCNS(=O)(=O)c1ccc(CCC(=O)NCc2ccc3c(c2)OCO3)cc1	i	4	i	-4	-6	1	-1	-8	2
O=C(O)C1C2C=CC(C2)C1C(=O)NCCCN1CCCC1=O (stereo unspecified)	i	0	i	-5	-2	4	1	-5	-4
Cc1ccc(C)c(C2=NNC(=O)CC2)c1	i	2	i	1	-3	1	-1	-6	1
NC(Cc1ccc(C(F)(F)F)cc1)c1csc(Nc2ncccn2)n1 (stereo unspecified)	i	3	i	-5	-6	-7	5	4	1
Cc1cc(C(=O)CSc2nnc(-c3ccc(Cl)cc3)n2C)c(C)n1CC1CCCO1 (stereo unspecified)	i	-2	i	-1	-9	0	4	6	-6
CCOC(=O)C1=C(CC)Nc2ccccc2N=C1NC(=O)c1cccc(S(=O)(=O)N2CCOCC2)c1	i	1	i	1	0	-1	-1	-5	-13
O=C1CSC(c2cccnc2)N1Cc1ccc(Cl)c(Cl)c1 (stereo unspecified)	i	1	i	-6	-2	-2	1	-1	29
Cc1cccc(C(=O)NC(C(=O)Nc2ccccc2N2CCOCC2)C(C)C)c1 (stereo unspecified)	i	-4	i	-3	-1	1	-5	-12	1
COc1ccccc1NC(=O)CSc1n[nH]c(Cc2ccccc2)n1	i	-1	i	0	-9	0	-1	21	2
COc1cc(OC)c(OC)cc1CNCc1ccc2c(c1)OCO2	i	5	i	-6	-3	1	-1	7	-7
COc1ccc(/C=C2\CCC/C(=C\c3ccc(OC)c(OC)c3OC)C2=O)c(OC)c1OC	i	3	i	-4	14	1	-3	2	-7
COc1ccccc1/C=C/C=N/NC(=O)c1cnccn1	i	-3	i	5	-6	-4	-1	-1	-2
COc1ccc(Br)cc1C1NC(=O)NC(C)=C1C(=O)N(C)C (stereo unspecified)	i	1	i	4	-4	3	0	10	-3

Two compounds drawn at random from the list so far:
smiles	Neddyl block	CSN inh	Rpn11 block	NadD inh	FAS TE block	Rin1-Abl PPI inh	MT1-MMP act inh	SKN-1 block	MLLE-PAM2 inh
Cc1ccc(C)c(C2=NNC(=O)CC2)c1	i	2	i	1	-3	1	-1	-6	1
O=C(O)C1C2C=CC(C2)C1C(=O)NCCCN1CCCC1=O (stereo unspecified)	i	0	i	-5	-2	4	1	-5	-4
